# Plk1 PBD FP = blocks phosphopeptide binding to human Plk1 polo box domain | AID 693 | P53350 | 97,000 tested, 0.13% active | inhibition, %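 (tested at about 20 µM)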 | Plk1 PBD phosphopeptide binding, fluorescence polarization; in the data active = inhibition above about 34%, passing the limit was not always enough
# FAK blocker = blocks human focal adhesion kinase activity; Q05397; biochemical FAK kinase activity assay; inhibition, %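 (tested at 7 µM)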; 97,000 tested, 0.84% active; AID 727; in the data active = inhibition above about 19%;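 also: 0% = DMSO and 100% = reference compound high control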
# PLAP act = activators of human placental alkaline phosphatase. P05187. purified PLAP enzyme, luminescent substrate read-out; active compounds read high. 96,000 tested, 1.2% active. activation fold at 20 µM. AID 696; in the data active = activation fold above about 2
# Target sequence (P05187 whole entry, looked up): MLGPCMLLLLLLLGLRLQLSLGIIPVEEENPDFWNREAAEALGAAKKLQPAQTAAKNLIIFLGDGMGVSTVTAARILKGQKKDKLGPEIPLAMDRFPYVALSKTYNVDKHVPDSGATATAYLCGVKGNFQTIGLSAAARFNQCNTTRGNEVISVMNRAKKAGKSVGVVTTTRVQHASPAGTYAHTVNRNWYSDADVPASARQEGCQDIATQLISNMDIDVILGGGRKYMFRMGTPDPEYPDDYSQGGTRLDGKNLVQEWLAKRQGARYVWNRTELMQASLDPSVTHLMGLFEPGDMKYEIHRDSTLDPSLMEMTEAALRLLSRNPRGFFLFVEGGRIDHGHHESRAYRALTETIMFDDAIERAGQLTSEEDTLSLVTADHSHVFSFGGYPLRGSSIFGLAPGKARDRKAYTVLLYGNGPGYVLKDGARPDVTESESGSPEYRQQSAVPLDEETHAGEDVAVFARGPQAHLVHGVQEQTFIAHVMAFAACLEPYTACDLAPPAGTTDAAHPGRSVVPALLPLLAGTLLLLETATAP
# S1P2 antag = antagonists of human S1P2 receptor; O95136; cell-based S1P2 antagonist assay, inhibition at 5 uM; inhibition, % at 5 µM; 97,000 tested, 0.21% active; AID 736; in the data active = inhibition above about 45%;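 also: CRE beta-lactamase reporter cells expressing human S1P2 stimulated with S1P; 0% = agonist at EC80 alone and 100% = agonist plus reference antagonist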
# Target sequence (O95136 whole entry, looked up): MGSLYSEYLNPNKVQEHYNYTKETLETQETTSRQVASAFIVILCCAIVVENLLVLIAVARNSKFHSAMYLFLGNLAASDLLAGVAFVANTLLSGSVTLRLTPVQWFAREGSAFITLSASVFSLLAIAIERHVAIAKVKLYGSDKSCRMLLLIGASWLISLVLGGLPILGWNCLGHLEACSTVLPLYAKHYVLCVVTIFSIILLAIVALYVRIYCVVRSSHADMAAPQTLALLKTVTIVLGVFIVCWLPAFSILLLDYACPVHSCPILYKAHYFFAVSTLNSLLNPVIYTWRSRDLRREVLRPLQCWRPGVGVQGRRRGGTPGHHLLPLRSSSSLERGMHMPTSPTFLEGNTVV
# PLK1 inh = PLK1 (human) kinase inhibition; recombinant PLK1 kinase, TR-FRET peptide phosphorylation; inhibition, % at 10 µM; 97,000 tested, 0.53% active; AID 619;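 active = inhibition of 50% or more in the single-concentration screen; inactive = inhibition below 50%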;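 also: 0% = DMSO max control and 100% = H-89 dihydrochloride min control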
# HIV Rev-RRE inh = HIV Rev-RRE protein-RNA interaction inhibition | Rev peptide-RRE RNA binding, FRET | inhibition, % at 8 µM | 97,000 tested, 0.79% active | P05866;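 active = inhibition above the screen-wide mean plus 3 SD, cut at about 35% in these data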;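 also: 0% = median DMSO wells and 100% = median Neomycin B control wells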
# Target sequence (P05866 whole entry, looked up): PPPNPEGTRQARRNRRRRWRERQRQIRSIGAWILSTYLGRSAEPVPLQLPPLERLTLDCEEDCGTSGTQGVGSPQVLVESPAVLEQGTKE
#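 Material: labelled RRE RNA duplex and labelled Rev peptide / Buffer or medium: HEPES pH 7.5 salt buffer with EDTA / Compound dosing: single point, 8 µM final nominal compound concentration / Benchmarks: DMSO low control, neomycin B high control / Timing: 5 min preincubation and 15 min binding, 25 °C / Technique: FRET fluorescence readout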
# S1P2 ag = agonists of human S1P2 receptor | O95136 | S1P2-expressing cell line, agonist reporter read-out | activation, % at 4.5 µM | 97,000 tested, 0.46% active; in the data active = activation above about 16%;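 also: 0% = vehicle low control and 100% = maximal reference agonist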
# MT1-MMP txn act = activates MT1-MMP transcription. HT1080 MT1-MMP promoter luciferase reporter, luminescence, overnight; active compounds read high. activation factor at 10 µM. 86,000 tested, 0.16% active. AID 750;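 active = activation factor of at least 2 for MT1-MMP transcription at 10 µM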
# EphB4 ephrin blk = blocks human EphB4 binding to ephrin-B2; EphB4 LBD / TNYL-RAW-Alexa532 peptide, fluorescence polarization; inhibition, % at 7 µM; 97,000 tested, 0.15% active; AID 720;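 active = inhibition above the screen-wide mean inhibition plus 3 SD, cut at about 15% in these data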;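 also: 0% = DMSO wells and 100% = excess unlabeled TNYL-RAW peptide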
# Active calls of the source: *; nt = not tested or not shown. Rows were taken by chance; any-hit rate near 3.9%.
SMILES	S1P2 ag	HIV Rev-RRE inh	FAK blocker	EphB4 ephrin blk	PLK1 inh	S1P2 antag	Plk1 PBD FP	MT1-MMP txn act	PLAP act
Cc1ccc2c(c1)[nH]c1c(=O)n(CCN3CCCCC3)cnc12	-6	-2	17	-2	4	1	-16	1.4	1.1
CCOC(=O)N1CCN(C(=O)CSc2nnc(-c3c[nH]c4ccccc34)n2CCOC)CC1	-2	0	-3	-2	-3	14	-8	1.2	1
CC(C)(C)SCCNC(=O)COc1ccccc1	-4	5	-2	-1	-9	14	-8	1.3	1.4
C/C(=C/C=N/Nc1nc(N2CCCCC2)nc(N2CCCCC2)n1)c1ccccc1	-2	9	-3	-6	-1	-10	-14	nt	1
C=CCn1c(C2CC(=O)N(c3ccc(C)cc3)C2)nc2ccccc21 (stereo unspecified)	-9	9	-2	-1	-10	19	9	1.2	1.4
COc1ccc(CN(C(=O)c2oc3ccccc3c2C)C2CCS(=O)(=O)C2)cc1 (stereo unspecified)	-7	3	3	-7	0	-10	0	1.1	1.6
CCN1CCN(C(=O)CN(C)S(=O)(=O)c2ccc(Cl)cc2)CC1	0	6	-1	-4	-9	-4	32	1.1	1.2
CCCNC(=O)C(NS(=O)(=O)c1ccc2c(c1)c(=O)n(C)c(=O)n2C)c1ccccc1 (stereo unspecified)	-1	2	3	-9	-17	-19	3	nt	1.1
COc1ccc(NC(=O)c2cccnc2C(=O)O)c(OC)c1	-6	5	0	0	-7	1	-28	1	1
O=C(O)CN1C(=O)c2ccc(Oc3cccc4c3C(=O)N(CC(=O)O)C4=O)cc2C1=O	-1	0	-3	-1	-16	1	-1	1.3	0.9
CC(SCc1ccccc1)C(=O)NN=C1CCN(C)CC1 (stereo unspecified)	-6	3	-4	-4	-10	8	28	nt	0.9
CCOC(=O)c1c2n(c3ccc(O)cc13)CCC2	-7	6	0	5	-14	-6	8	1.1	nt
COc1ccc(C(=O)NNC(=S)NC(=O)c2cc(-c3ccccc3)nc3ccccc23)cc1	-9	-2	-6	5	-9	11	5	nt	1.2
O=C(Nc1cccc(Cl)c1)Nc1ccccc1C(=O)NCc1ccco1	-4	21	-1	-2	-10	-7	2	1.1	0.9
Cc1ccc(S(=O)(=O)N2CCCC2C(=O)Oc2ccccc2)cc1 (stereo unspecified)	36*	2	-1	-2	-12	-2	-33	1.1	1.4
COc1cc(C(C)=O)ccc1OCC(O)CNCC1(N2CCCCC2)CCCCC1 (stereo unspecified)	0	6	-2	-5	-5	11	32	1.1	0.8
Cn1c(-c2ccc(F)cc2)cnc1SCC(=O)N1CCCCC1	-4	-3	-2	-1	-7	15	-17	0.8	0.9
CCOC(=O)c1c(C)[nH]c(C)c1C(=O)CSc1ncccn1	1	-1	1	-10	-10	-22	12	nt	0.8
CCOC(=O)C1=C(C)N(C)C(=O)NC1c1c(C)nn(-c2ccc(C)cc2)c1Cl (stereo unspecified)	-7	3	-1	-1	-9	-24	-21	1.1	1.4
COc1ccc(CC(=O)Nc2cccc(/C(C)=N/NC(=O)c3cccc([N+](=O)[O-])c3)c2)cc1	-5	4	-2	6	-3	2	-7	nt	1
CC(C)c1nc(=S)n(-c2ccccc2)[nH]1	-5	7	0	7	5	10	-24	1	0.9
O=c1cc(-c2cccs2)oc2ccc(Cl)cc12	-2	4	15	-1	-2	4	-9	1.5	1
CCOc1[nH]n(-c2ccccc2)c(=O)c1C=Nc1ccc(Cl)cc1	-1	-1	-5	-15	-9	-4	5	nt	1
CC(C)C(NC(=O)C1CCCCC1)C(=O)NC1=NCCS1 (stereo unspecified)	-4	4	0	-5	-4	-15	-2	1.1	1.1
COc1ccc(C(=O)/C=C/c2cn(CN3CCN(C)CC3)c3ccccc23)cc1	2	18	2	7	-8	14	-9	1.9	1.4
Cc1ccccc1CSc1nnc(-c2ccco2)n1Cc1ccco1	-5	7	0	-5	-3	-40	0	1.3	1
N#Cc1c(N)n(CCc2ccc(F)cc2)c2nc3ccccc3nc12	16	24	-2	7	9	-30	-2	0.9	0.9
Cc1ccc(NC(=O)c2cc(NC(=O)CCC(=O)O)ccc2N2CCCCC2)cc1	-7	0	-8	0	-4	-6	-1	1.1	1.1
COc1ccc(Oc2nc(C)cc(C)c2S(C)(=O)=O)cc1	-4	4	-8	3	-9	-2	-2	nt	1.1
COC(=O)C1=CN(C(C)C)C=C(C(=O)OC)C1c1cc(Br)c(OC)c(OC)c1	18*	7	-3	4	-8	-24	-19	1.2	nt

# Ordered by value in PLK1 inh (falling): 4 from the list above.
molecule,PLK1 inh
CC(C)C(NC(=O)C1CCCCC1)C(=O)NC1=NCCS1 (stereo unspecified),-4
COc1cc(C(C)=O)ccc1OCC(O)CNCC1(N2CCCCC2)CCCCC1 (stereo unspecified),-5
Cn1c(-c2ccc(F)cc2)cnc1SCC(=O)N1CCCCC1,-7
CCOc1[nH]n(-c2ccccc2)c(=O)c1C=Nc1ccc(Cl)cc1,-9

# An excerpt from above, showing only FAK blocker.
mol	FAK blocker
Cc1ccccc1CSc1nnc(-c2ccco2)n1Cc1ccco1	0
N#Cc1c(N)n(CCc2ccc(F)cc2)c2nc3ccccc3nc12	-2

# Continuation:
SMILES	S1P2 ag	HIV Rev-RRE inh	FAK blocker	EphB4 ephrin blk	PLK1 inh	S1P2 antag	Plk1 PBD FP	MT1-MMP txn act	PLAP act
Cc1c(N2C(=O)CSC23C(=O)Nc2ccccc23)c(=O)n(-c2ccccc2)n1C (stereo unspecified)	-6	9	1	1	-8	21	3	1.1	1.2
CN1/C(=C\C(=O)COC(=O)CN2C(=O)C3CC=CCC3C2=O)C(C)(C)c2ccccc21 (stereo unspecified)	-2	-1	-5	-2	-9	5	-4	1	1.5
Cc1cc(C)c2oc(-c3ccc(C)c(NC(=S)NC(=O)c4cccs4)c3)nc2c1	-4	6	2	4	-7	9	12	nt	1
COc1ccc(C2C(C#N)=C(C)NC3=C2C(=O)CC(C)(C)C3)cc1 (stereo unspecified)	-5	8	-2	8	-9	10	-21	1.1	1
CCc1nc2ccc(F)cc2c(C(=O)NC2CCCCC2C)c1C (stereo unspecified)	0	-2	-3	-9	-10	-18	2	nt	1.4
CCOc1ccc2oc(-c3ccccc3)c(C(=O)N3CCN(CCO)CC3)c2c1	-1	9	0	1	-15	16	-3	1.2	1.4
CCOC(=O)C1CCCN(C(=O)CS(=O)(=O)Cc2ccccc2)C1 (stereo unspecified)	-3	5	0	7	-6	-5	-5	1.1	1
Fc1ccc(CNc2ncnc3c2cnn3-c2ccccc2)cc1	-1	6	2	-8	-6	-32	-4	1.3	0.9
CCOC(=O)C1=C(C)N=C2SC(C)C(=O)N2C1c1ccc(OC(C)=O)c(OC)c1 (stereo unspecified)	-3	1	-2	7	-4	0	5	1.2	nt
Cc1[nH]nc2c1C(c1ccc3c(c1)OCO3)C(C#N)=C(N)O2 (stereo unspecified)	-5	10	0	5	39	9	-19	1.2	0.9
CCCC(=O)Nc1ccc2nc(SCC(=O)Nc3ccc(N4CCOCC4)c(Cl)c3)sc2c1	-6	-3	-2	-9	-7	-17	-5	nt	1.1
Cc1nc(-c2cccc(NS(=O)(=O)c3cccc4ccccc34)c2)cs1	-4	13	0	1	-31	8	-2	1.3	1.5
CCC(C(=O)O)N1C(=O)c2ccccc2C1=O (stereo unspecified)	-6	9	4	-9	-2	-12	-31	1.2	1.1
CCOC(=O)c1cnc2c(OC)cccc2c1N1CCN(c2ccc(OC)cc2)CC1	-2	-4	3	-1	-17	9	-1	1.3	1.4
COc1ccccc1-n1cnnc1SCC(=O)N1CC(=O)Nc2ccccc21	-5	1	0	3	-6	-14	-12	1.2	1.1
CC1CN(Cc2nc3c(c(=O)n(C)c(=O)n3C)n2CCN2CCOCC2)CC(C)O1 (stereo unspecified)	-4	6	-2	-2	-11	7	15	1.1	1.5
CCCn1nnc(NC(=O)c2ccc(OCC)c(Cl)c2)n1	0	2	-3	-3	-15	-19	-2	1	1.1
O=C(CSc1nnc(CNC(=O)c2c(F)cccc2Cl)o1)c1ccccc1	-2	5	-1	4	-9	-18	-7	1.3	nt
Clc1ccc(CCNc2nc3ccccc3s2)cc1	-3	10	1	6	-7	-1	-11	1	1.1
O=C(NC1CCCCC1)c1ccccc1NC(=O)C1CC1	-5	1	2	-3	-14	3	4	0.9	nt
C=CCOc1ccc(/C(O)=C2\C(=O)C(=O)N(CCN(C)C)C2c2cccs2)cc1 (stereo unspecified)	-1	-1	-10	-1	-4	8	-31	1.2	1.2
COC(=O)c1sccc1-c1ccc(/C=N/OCc2c(Cl)cccc2Cl)o1	-5	12	0	5	-8	16	-23	nt	0.9
CCN(CC)C(=O)CCc1nc2sc3c(c2c(=O)[nH]1)CCCC3	-2	4	4	-1	-49	-31	31	1	1.2
CCN1c2ccccc2-c2nc3ccccc3n2C1c1ccccn1 (stereo unspecified)	3	6	5	0	-8	-13	-32	1	1.1
Cc1ccc(NCCC(=O)c2ccc(Cl)cc2)cc1	-3	9	-10	-5	-8	3	-4	nt	1.1
CCOC(=O)Cn1c(=O)oc2cc(S(=O)(=O)Nc3ccc(F)cc3)ccc21	-8	6	8	0	-7	-4	-4	1	1.1
C=CCn1cc(C(=O)NCCCOCC)c(=O)c2cc(S(=O)(=O)N(CC)CC)ccc21	-1	4	1	0	-16	-18	-18	1	1.6
COc1ccc(C(O)c2coc3ccc(O)c(CN(C)C)c23)cc1 (stereo unspecified)	-2	-3	0	-8	-12	-5	-9	1.2	1.1
O=C(N/N=C/C=C/c1ccc2c(c1)OCO2)c1ccc([N+](=O)[O-])cc1	-2	1	0	7	6	11	-16	nt	1
Cn1c(=O)c2nc(Cl)n(Cc3ccc(Cl)cc3Cl)c2n(C)c1=O	-7	4	-2	0	-13	-10	-8	1.1	nt
Cn1sc(NC(=O)c2ccccc2)nc1=O	-6	4	-1	-9	-9	3	26	nt	1.1
FC(F)(F)c1cccc(N2CCN(C(=S)NC3CCCC3)CC2)c1	-1	1	0	3	-7	13	18	nt	0.8
Cc1ccccc1NC(=O)c1sc2nc3c(c(-c4ccco4)c2c1N)CCC3	-7	10	-5	-1	-8	-6	0	1	1.3
COC(=O)c1sccc1NC(=O)c1ccco1	0	1	2	0	-13	-40	1	1	0.9
CCCC(=O)NC(c1ccco1)c1cc(Cl)c2cccnc2c1O (stereo unspecified)	-6	-2	-2	2	-13	-8	11	1.1	1.2
Cc1ccc(-c2cc(C(F)F)nc(N3CCC(C)CC3)n2)cc1	-5	28	8	-5	-18	5	-1	1	0.8
O=C(CN(Cc1ccco1)C(=O)c1ccccc1)Nc1ccc(Cl)c(Cl)c1	-7	8	-1	-9	-5	1	13	nt	0.8
COC(=O)c1ccccc1N(C)S(C)(=O)=O	-5	1	-10	-7	-7	-12	7	1.1	0.9
Cc1cc(C)nc(SCC(=O)Nc2ccccc2[N+](=O)[O-])n1	-7	4	1	1	-10	4	-15	nt	0.9
C=CCN1C(=O)C2C(C(=O)NCc3ccccc3)C3C=CC2(O3)C1C(=O)NC(C)(C)C (stereo unspecified)	-8	3	3	-12	-7	-2	24	1.1	1
COc1ccc2nc3sc(C(=O)NCc4cccs4)c(N)c3cc2c1	4	40*	7	-3	14	20	3	1.1	1
CN1CCN(C2=Cc3ccccc3Sc3cc(F)c(Cl)cc32)CC1	1	2	4	3	-10	-14	3	1.3	nt
CCOc1ccc(NC(=O)N(C2CCCCCC2)C2CCN(C(C)=O)CC2)cc1	-5	4	3	10	0	7	-1	1	1.4
NC(=O)C1CCN(C(=O)c2ccc(C(F)(F)F)cc2)CC1	-7	7	0	4	-4	9	20	1.1	1.1

# High-throughput results from PubChem BioAssay.
